aSyn UTR inh = 5' untranslated region of α-synuclein, MLPCN primary screen. alpha-synuclein 5'UTR reporter, inhibitor activity. inhibition, % (tested at 7.5 µM). actives 0.82% (n = 300,000). AID 1813; in the data active = inhibition above about 60%;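 note: H4 neuroglioblastoma cells stably carrying SNCA 5'UTR luciferase fusion; 0% = DMSO wells and 100% = positive control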
AI-2 QS mod = modulators of Vibrio harveyi AI-2 quorum sensing system; actives 0.4% (n = 300,000); activity change, % at 7.5 µM; Vibrio harveyi JMH597 AI-2 luminescence/OD600 ratio, 9 h; hits give low values; strain lacks LuxN and CqsS sensors; 0 = neutral-control median; AID 2094; in the data active = activity change below about -75%, passing the limit was not always enough;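 note: luminescence divided by OD600 gain over 9 h not by final OD600 alone; inactives centre near 13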
GSK3A inh = blocks human GSK-3 alpha kinase; actives 0.1% (n = 320,000); ADP-Glo luminescence, 60 min; inhibition, % at 10 µM; P49840;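 in the data active = inhibition above about 50%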;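 note: GST-tagged GSK-3 alpha with peptide substrate and 25 µM ATP; 0% = DMSO neutral wells and 100% = GW8510 positive control wells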
Target sequence (P49840 whole entry, looked up): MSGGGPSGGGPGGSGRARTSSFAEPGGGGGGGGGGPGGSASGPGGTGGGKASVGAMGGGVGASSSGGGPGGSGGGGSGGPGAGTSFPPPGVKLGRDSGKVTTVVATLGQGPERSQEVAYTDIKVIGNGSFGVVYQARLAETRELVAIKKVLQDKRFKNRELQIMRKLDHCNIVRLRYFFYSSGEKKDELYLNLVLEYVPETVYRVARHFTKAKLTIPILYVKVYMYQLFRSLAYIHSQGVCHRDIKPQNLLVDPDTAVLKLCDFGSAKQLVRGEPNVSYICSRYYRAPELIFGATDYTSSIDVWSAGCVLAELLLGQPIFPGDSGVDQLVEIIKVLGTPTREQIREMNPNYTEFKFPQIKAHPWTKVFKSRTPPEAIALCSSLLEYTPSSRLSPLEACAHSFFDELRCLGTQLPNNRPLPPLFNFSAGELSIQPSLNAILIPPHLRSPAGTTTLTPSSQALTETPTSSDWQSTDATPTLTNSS
IEC-6 cytotox = kills IEC-6 intestinal cells in KLF5 counter-screen | IEC-6 cytotoxicity, luminescence viability | AID 1825 | inhibition, % at 5 µM | actives 0.78% (n = 290,000); in the data active = inhibition above about 22%;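 note: 0% = plate median of test compound wells and 100% = cytotoxic reference compound wells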
KLF5 inh = inhibitors of KLF5 expression | DLD-1 KLF5 promoter-luciferase reporter, luminescence | inhibition, % at 5 µM | actives 0.23% (n = 290,000);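 active = inhibition above a per-plate limit of that plate's mean compound inhibition plus 3 SD, cut at about 60% in these data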;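 note: 0% = DMSO wells and 100% = LY294002 at 200 µM; higher means less KLF5 promoter-driven luciferase light; inactives centre near -14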
HIF activator = HIF pathway transcriptional activation; U2OS HRE-luciferase reporter, luminescence; normalized: DMSO 0%, desferrioxamine 100%; activation, % at 7.5 µM (by protocol); actives 0.32% (n = 300,000); AID 1910;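 active = mean activation of at least 10% of the iron chelator positive control signal, with at least half of replicates also reaching 10%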
HSF1 activator = increases HSF-1 driven luciferase reporter signal; NIH3T3-HGL HSF-1 luciferase reporter, MG132, 8 h; 100% = twice DMSO control signal; activation, % at 9 µM; actives 1.7% (n = 300,000); AID 504408;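 active = mean replicate activation of at least 50% with a set share of replicates each reaching 50%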;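 note: 0% = median of the neutral control wells and 100% = twice that signal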
HSF1 inh = HSF1 inhibition; NIH3T3-HGL HSE-luciferase, MG132-induced, luminescence 8 h; hits give low values; activity change, negative = inhibition, % at 7.5 µM (by protocol); actives 0.77% (n = 300,000);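 active = more than half of replicate wells show activity change below -50%, luminescence cut by over half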;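 note: luciferase reports HSF-1 transcriptional activity via heat shock element; 0% = median of DMSO wells and -100% = zero luminescence signal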
GSK3B inh = inhibitors of human GSK3beta kinase. activity score (negative = inhibition), % at 10 µM. GST-GSK3beta kinase, ADP-Glo luminescence, 60 min; hits give low values. P49841. actives 0.038% (n = 300,000);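 active = more than half of replicate wells score below -50%, meaning over 50% inhibition versus plate controls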;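 note: 0% = median DMSO wells and -100% = median GW8510 positive control wells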
Target sequence (P49841 whole entry, looked up): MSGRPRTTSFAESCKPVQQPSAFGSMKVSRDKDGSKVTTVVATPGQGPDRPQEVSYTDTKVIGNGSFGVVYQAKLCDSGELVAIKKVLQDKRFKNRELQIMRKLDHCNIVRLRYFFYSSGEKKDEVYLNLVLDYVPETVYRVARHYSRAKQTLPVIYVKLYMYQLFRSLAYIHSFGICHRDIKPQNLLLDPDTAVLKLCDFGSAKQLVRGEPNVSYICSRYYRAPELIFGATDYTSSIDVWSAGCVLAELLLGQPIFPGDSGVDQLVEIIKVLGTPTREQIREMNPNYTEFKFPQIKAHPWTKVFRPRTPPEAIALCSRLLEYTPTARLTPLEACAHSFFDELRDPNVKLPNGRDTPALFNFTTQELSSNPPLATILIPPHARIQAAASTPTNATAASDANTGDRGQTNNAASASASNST
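test system = GST-tagged human GSK3beta kinase, cell-free | reagent = 25 µM ATP with peptide substrate | dosing = one dose of 10 µM per compound | schedule = 60 min reaction, RT | detection = luminescent ADP-Glo measurement of ADP formed | control set = DMSO neutral wells and GW8510 at 20 µM as positive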
HSP90 refold inh = HSP90 refolding inhibition in rabbit reticulocyte lysate | luciferase refolding luminescence, 3 h | inhibition, % at 5.6 µM | actives 0.91% (n = 290,000) | AID 1789;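 active = inhibition above the screen-wide mean plus 3 SD, computed separately per campaign, cut at about 16% in these data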;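 note: 0% = DMSO wells and 100% = 60 µM geldanamycin wells; inhibitors lower the luminescence because luciferase stays unfolded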
An asterisk follows results filed as active; . = not tested or not shown.

SMILES	aSyn UTR inh	AI-2 QS mod	GSK3A inh	IEC-6 cytotox	KLF5 inh	HIF activator	HSF1 activator	HSF1 inh	GSK3B inh	HSP90 refold inh
COc1ccc(-c2nc(CSCC(=O)NCc3ccc4c(c3)OCO4)c(C)o2)cc1OC	13.0	21.7	-2.3	-5.2	5.1	0.2	-9.3	0.6	2.1	-7.3
COc1cccc(NC(=O)c2cc([N+](=O)[O-])ccc2NCc2cccnc2)c1	12.2	-8.8	0.0	10.1	3.2	-0.6	5.2	-0.1	-3.2	9.7
C=C(C)Cn1c(CCNC(=O)c2ccco2)nc2ccccc21	9.8	25.5	2.9	8.7	8.5	0.7	-26.2	-11.5	-6.8	-1.4
O=S(=O)(NCCc1ccncc1)c1ccccc1	-11.7	26.2	0.2	0.4	-43.4	-0.3	-9.4	0.4	-1.7	-0.5
CCOC(=O)c1sc(SCc2ccccc2)c2c1CC(C)(C)CC2=O	44.1	22.9	-3.1	.	.	-0.2	-10.1	-5.5	1.8	.
CCOC(=O)N1CCN(C(=O)CCn2c(=S)[nH]c3cc(OCC)c(OCC)cc3c2=O)CC1	-11.2	27.8	-0.4	2.8	-10.1	-0.3	7.1	-3.1	2.8	-1.5
CC(C)c1ccc(S(=O)(=O)N(C)C2(C)CCS(=O)(=O)C2)cc1 (stereo unspecified)	14.1	29.2	-1.0	.	.	-0.8	9.9	-0.9	-0.7	.
Cc1ccccc1Nc1nc(N)nc(COC(=O)/C=C/c2ccco2)n1	31.3	2.2	0.3	-2.8	-5.8	0.4	-15.5	-5.8	3.3	2.5
CCCn1nc2cc(C(=O)NCc3ccc(OC(F)(F)F)cc3)ccc2c1OCC	10.2	5.0	-2.2	4.4	-20.1	0.5	6.3	0.6	2.3	-3.0
OCCC1CN(Cc2ccc(F)cc2)CCN1CCCc1ccccc1 (stereo unspecified)	22.5	8.7	-2.3	0.2	-33.7	-1.0	-15.2	2.4	3.5	-4.3
Cc1ccc(C)c(NC(=O)Cn2nc(C)c3ccccc3c2=O)c1	18.6	23.5	-0.2	.	.	-0.3	20.2	-1.7	0.5	.
COCC1=C(C(=O)OC)C(c2ccco2)n2ncnc2N1 (stereo unspecified)	-23.7	6.7	3.0	-2.1	-8.7	0.6	31.3	-1.0	1.4	3.3
CC(C)NS(=O)(=O)c1ccc(OCC(=O)N2CCN(c3ccccc3)CC2)cc1	23.6	25.3	-2.6	1.9	-12.8	0.2	4.1	2.9	0.4	3.9
COc1ccc(/C=N/N=C2/C(=O)Nc3ccccc32)cc1O	-20.9	16.9	-3.4	1.7	-24.8	-0.5	15.2	5.1	2.6	3.1
Cc1ccc(-c2ccc3nnc(SCC(N)=O)n3n2)cc1	13.7	1.4	1.5	-1.2	-25.6	0.0	-12.4	1.1	1.4	-2.5
O=c1[nH]c(Nc2ccccc2)cc2cc(Br)ccc12	-20.3	19.7	-3.2	.	.	0.0	27.1	4.8	0.5	.
O=C(NC1CCCCCC1)C1c2ccccc2C(=O)N1Cc1cccs1 (stereo unspecified)	-35.5	-6.6	2.9	-4.4	-2.8	-0.7	-6.1	-0.3	1.0	-3.7
COc1ccc(CC2(CO)CCN(C(C)COc3ccccc3)CC2)cc1 (stereo unspecified)	9.7	7.0	2.7	-3.1	-18.4	-0.6	-1.0	-1.3	-0.7	-0.9
Cc1cc(OCC(=O)Nc2ccncc2)ccc1[N+](=O)[O-]	2.8	-25.8	.	0.9	-13.7	0.1	-8.5	-2.2	-3.1	-2.9
CCOc1ccc(NC2=C(Cl)C(=O)N(C3CCCCC3)C2=O)cc1	-102.2	15.5	0.4	0.5	16.6	-0.2	-22.2	-13.1	-0.7	2.5

Pulled one by one from the entries so far:
SMILES	aSyn UTR inh	AI-2 QS mod	GSK3A inh	IEC-6 cytotox	KLF5 inh	HIF activator	HSF1 activator	HSF1 inh	GSK3B inh	HSP90 refold inh
COc1ccc(-c2nc(CSCC(=O)NCc3ccc4c(c3)OCO4)c(C)o2)cc1OC	13.0	21.7	-2.3	-5.2	5.1	0.2	-9.3	0.6	2.1	-7.3
CC(C)NS(=O)(=O)c1ccc(OCC(=O)N2CCN(c3ccccc3)CC2)cc1	23.6	25.3	-2.6	1.9	-12.8	0.2	4.1	2.9	0.4	3.9
OCCC1CN(Cc2ccc(F)cc2)CCN1CCCc1ccccc1 (stereo unspecified)	22.5	8.7	-2.3	0.2	-33.7	-1.0	-15.2	2.4	3.5	-4.3
O=c1[nH]c(Nc2ccccc2)cc2cc(Br)ccc12	-20.3	19.7	-3.2	.	.	0.0	27.1	4.8	0.5	.
O=S(=O)(NCCc1ccncc1)c1ccccc1	-11.7	26.2	0.2	0.4	-43.4	-0.3	-9.4	0.4	-1.7	-0.5
Cc1ccccc1Nc1nc(N)nc(COC(=O)/C=C/c2ccco2)n1	31.3	2.2	0.3	-2.8	-5.8	0.4	-15.5	-5.8	3.3	2.5

The list continues.
SMILES	aSyn UTR inh	AI-2 QS mod	GSK3A inh	IEC-6 cytotox	KLF5 inh	HIF activator	HSF1 activator	HSF1 inh	GSK3B inh	HSP90 refold inh
CCC(CC)=C(C#N)C(=O)NC1CCCCC1	11.4	10.7	-5.7	4.7	-5.5	1.0	-1.9	-0.3	-1.1	7.2
CCCCc1ccc(NC(=S)NCCCN2CCOCC2)cc1	-7.7	16.5	-0.5	-0.5	3.1	0.1	-1.5	5.1	-3.0	1.4
O=C(Cn1nc(-c2ccccc2)c2ccccc2c1=O)Nc1ccc(O)cc1	3.5	1.9	2.7	-0.7	-10.7	-0.2	3.0	-3.7	0.8	5.9
CCn1cc(S(=O)(=O)NCCc2ccc(OC)c(OC)c2)cn1	7.0	22.3	1.0	5.9	-35.9	0.1	-20.6	-5.6	1.2	-5.7
Cc1ccc(C)c(N2N=C(C(=O)O)CCC2=O)c1	2.6	27.7	-3.2	-0.1	-2.5	-0.2	-6.1	-4.1	1.9	-0.9
O=[N+]([O-])c1cc(S(=O)(=O)N2CCCC2)ccc1N/N=C/c1ccccn1	8.4	21.4	-1.1	0.2	-11.5	0.0	9.7	-1.9	2.3	2.4
Cc1ccc(NS(=O)(=O)c2cc(Br)cnc2N)c(Cl)c1	-3.8	1.2	-0.5	7.0	-12.2	0.2	23.2	25.3	-0.2	6.0
Cc1[nH]c2ccccc2c1SCc1n[nH]c(=S)n1C	-3.7	.	-0.5	0.3	10.3	-1.0	-7.0	2.8	3.6	4.3
COc1ccc(C(=O)c2c3ccccc3[n+]([O-])n2CCCN)cc1	-32.4	10.4	-1.4	.	.	1.8	18.3	3.6	-2.9	.
O=C(COC(=O)Cc1ccc(Br)cc1)NC1CCCCC1	-17.7	27.5	-0.1	2.9	-7.4	0.3	-6.6	-1.6	-0.7	1.8
Cc1ccccc1OCC(=O)N/N=C/c1cccn1C	-21.0	14.5	0.3	-3.9	-14.4	-11.2	3.7	-6.8	-0.3	1.3
CCOC(=O)C1=C(C)Nc2ncnn2C1c1cc(Br)ccc1F (stereo unspecified)	-8.6	7.6	3.4	-1.9	-7.8	0.6	9.0	3.2	1.9	-0.6
Cn1cc(CN2CCN(c3ncccn3)CC2)c(-c2cccc(Cl)c2)n1	0.4	12.8	-4.4	-3.2	-17.6	-0.2	0.3	-1.6	-4.8	-2.7
C=CCOc1ccc(/C=C2\SC(=S)N(N3CCOCC3)C2=O)cc1	-32.7	26.0	-1.2	-1.6	-55.3	0.8	7.7	0.4	1.1	0.2
Clc1ccccc1C(c1nnnn1Cc1ccco1)N1CCN(Cc2ccco2)CC1 (stereo unspecified)	10.8	.	-0.8	-0.8	-3.1	-0.1	3.0	10.9	.	6.3
Cc1nn2c(c1-c1ccccc1)NC1=C(C(=O)CCC1)C2c1ccccc1 (stereo unspecified)	-29.0	-1.5	-1.0	-4.9	-18.8	-0.1	13.9	2.7	4.9	-1.9
CCOC(=O)c1nnn(-c2nonc2N)c1CSc1nnc(N)s1	0.1	19.9	-5.9	-0.6	-22.1	-0.1	-10.5	-0.6	-10.0	-1.9
C(=N\NC1=Nc2cccc3cccc1c23)/c1cccnc1	-258.4	15.1	0.3	5.3	-142.2	5.3	25.8	18.5	1.4	-6.3
O=C1c2ccccc2CN1CCSC(=S)N1CCOCC1	-105.3	22.1	-1.2	-0.2	-88.4	2.4	38.3	10.0	0.5	-2.9
Cc1ccc2cc(C)c3nnc(SCC(=O)NCc4ccco4)n3c2c1	28.6	40.2	-1.1	-2.0	2.0	0.0	10.9	5.1	2.3	1.2

Three entries from above, ordered by their value in GSK3B inh, falling:
| SMILES | GSK3B inh |
| --- | --- |
| Cc1ccc2cc(C)c3nnc(SCC(=O)NCc4ccco4)n3c2c1 | 2.3 |
| CCn1cc(S(=O)(=O)NCCc2ccc(OC)c(OC)c2)cn1 | 1.2 |
| CCOC(=O)c1nnn(-c2nonc2N)c1CSc1nnc(N)s1 | -10.0 |

More entries.
SMILES	aSyn UTR inh	AI-2 QS mod	GSK3A inh	IEC-6 cytotox	KLF5 inh	HIF activator	HSF1 activator	HSF1 inh	GSK3B inh	HSP90 refold inh
C/C(=N\NC(=O)c1ccc(F)cc1)c1ccc(NC(=O)Cc2ccccc2)cc1	-74.6	14.0	1.7	0.0	-112.7	2.9	19.7	12.8	0.3	-3.9
COc1ccc(Nc2nc(N)nc(CSC(=S)N3CCC(C)CC3)n2)cc1	-23.8	11.6	-0.1	10.5	-41.0	0.0	17.8	13.5	3.8	-2.7
CCN(Cc1ccncc1)C(=O)Cc1cccs1	10.4	4.2	-1.4	0.9	-48.3	0.3	3.6	-5.4	4.7	5.1
Cc1ccc(Cn2c(=N)c(C(=O)NCC3CCCO3)cc3c(=O)n4ccccc4nc32)cc1 (stereo unspecified)	5.9	14.7	-0.6	-4.0	-1.8	-0.1	-11.9	6.4	2.7	-4.4
CCC(c1nc2ccccc2c(=O)n1CCCn1ccnc1)N1C(=O)c2ccccc2C1=O (stereo unspecified)	-14.3	12.8	-0.7	5.0	-14.1	-0.4	9.4	3.0	-1.5	-1.3
O=C(O)CC/C(=N/NC(=O)c1cn(-c2ccccc2)nc1-c1ccccc1)C(=O)O	-42.6	2.9	0.4	-5.4	-29.0	0.0	26.7	13.2	2.4	-4.1
CC(OC(=O)c1cccc(S(=O)(=O)N2CCCCC2)c1)C(=O)NC1CCCCC1C (stereo unspecified)	8.8	6.4	-1.2	-3.2	-8.2	-0.6	-6.5	-0.6	0.6	-1.3
CCC(C)[C@H](N)c1nnc(SCC(=O)Nc2cccc(Cl)c2)o1 (stereo partly specified)	-3.3	-2.1	0.3	-7.7	2.0	0.1	108.1*	72.1	1.9	1.6
Cc1ccccc1CS(=O)(=O)CCC(=O)NCc1ccccn1	7.3	4.5	-2.3	-1.2	3.4	0.2	-15.3	-13.6	-3.8	-0.2
COC(=O)c1ccc(C2=NOC(C)(c3sc(-c4ccc(Cl)cc4)nc3C)C2)cc1 (stereo unspecified)	-18.2	8.4	-0.6	.	.	0.1	7.2	2.9	1.9	.
CCOC(=O)c1oc2ccccc2c1NC(=O)c1ccc2c(c1)OCO2	4.6	-2.9	-0.2	-1.3	-4.8	0.0	4.4	12.0	2.6	-1.8
Nc1ncc(Br)cc1S(=O)(=O)N1CCCCCC1	25.1	10.2	1.1	-5.6	-15.4	0.7	-6.1	-10.2	3.0	-2.2

From PubChem
